# D1 potentiator = human D1 dopamine receptor positive modulation | 360,000 compounds, 0.036% hits | potentiation, % at 10 µM | P21728 | HEK293 TREx D1 cells, calcium flux, dopamine EC20 potentiation; in the data active = potentiation above about 30%; note: 0% is about no effect
# Target sequence (P21728 whole entry, looked up): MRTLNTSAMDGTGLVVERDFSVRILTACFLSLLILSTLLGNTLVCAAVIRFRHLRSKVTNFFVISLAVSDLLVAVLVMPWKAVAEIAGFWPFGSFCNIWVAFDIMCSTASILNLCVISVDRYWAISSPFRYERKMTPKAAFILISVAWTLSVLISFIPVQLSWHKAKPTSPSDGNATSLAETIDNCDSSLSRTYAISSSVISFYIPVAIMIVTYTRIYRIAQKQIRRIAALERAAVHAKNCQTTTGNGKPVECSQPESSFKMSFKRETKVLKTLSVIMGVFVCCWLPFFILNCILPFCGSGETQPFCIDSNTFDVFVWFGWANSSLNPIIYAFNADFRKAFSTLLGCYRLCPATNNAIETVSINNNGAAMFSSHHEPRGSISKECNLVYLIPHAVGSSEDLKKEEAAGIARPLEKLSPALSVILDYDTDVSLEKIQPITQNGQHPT
# TRHR agonist = TRH receptor (human) agonism | P34981 | TRHR cells, calcium flux fluo-8, FDSS agonist mode | activation, % at 2 µM | 360,000 compounds, 0.18% hits; in the data active = activation above about 30%; note: 0% is about no effect
# Target sequence (P34981 whole entry, looked up): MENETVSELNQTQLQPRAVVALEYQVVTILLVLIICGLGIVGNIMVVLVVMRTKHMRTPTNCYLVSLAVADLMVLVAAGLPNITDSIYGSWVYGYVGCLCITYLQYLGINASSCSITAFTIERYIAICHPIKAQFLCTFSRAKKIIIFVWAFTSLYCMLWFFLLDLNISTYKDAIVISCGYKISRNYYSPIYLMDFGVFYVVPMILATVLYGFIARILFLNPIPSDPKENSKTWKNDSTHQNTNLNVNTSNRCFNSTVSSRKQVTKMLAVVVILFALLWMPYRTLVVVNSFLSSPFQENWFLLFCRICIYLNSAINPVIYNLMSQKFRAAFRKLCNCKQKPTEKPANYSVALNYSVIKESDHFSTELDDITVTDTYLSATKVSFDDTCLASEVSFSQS
#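 Read-out: compound-evoked intracellular calcium rise in TRHR cells, fluo-8 dye, kinetic FDSS fluorescence at 1 s/cycle following a 10-cycle baseline. Cells cultured overnight before dye loading (30 min–1.5 h, RT).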
# RXFP1 agonist = RXFP1 (human) receptor agonism | Q9HBX9 | HEK293T-RXFP1 cAMP TR-FRET, 30 min; response scale: percent of porcine relaxin response, buffer zero | Potency, µM (series often up to 57.5 µM), for inactives: at the highest dose activation, most hits filed as activators | 370,000 compounds, 0.3% hits; note: potency is the fitted concentration of half-maximal effect; % is set by controls: 0 for no effect and ±100 for the full control effect; nearly all actives have a fitted effect of over 60% in size; many of its hits are not listed in these tables
#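 HEK293T cells stably expressing RXFP1 were pretreated with the PDE4 inhibitor Ro 20174, exposed to compounds for 30 min at 37C, lysed, and cAMP was read by TR-FRET. Data normalized to buffer (basal) and 29 nM porcine relaxin (100%).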
# TRHR PAM = TRH receptor (human) allosteric enhancement; P34981; TRHR cells, fluo-8 calcium fluorescence, EC20 TRH enhancement; enhancement, % at 2 µM; 360,000 compounds, 0.66% hits; in the data active = enhancement above about 30%; note: 0% is about no effect
#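 TRHR-expressing cells loaded with fluo-8 calcium dye were read kinetically (ex 480/em 530) during compound addition, then stimulated with an EC20 of TRH (10 nM final). Enhancement of the Gq-mediated intracellular calcium response was scored.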
# D2 potentiator = D2 dopamine receptor (human) potentiation. HEK293 T-REx D2, calcium flux, EC20 dopamine potentiation. potentiation, % at 10 µM. 340,000 compounds, 0.34% hits. AID 485347;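 active = potentiation over 3 SD above the plate norm, cut at about 30% in these data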; note: 0% is about no effect
#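 Cells plated with tetracycline inducer and held overnight at 30 C; calcium dye loaded 30–90 min at room temperature; baseline taken, compound added and read 180 s; EC20 dopamine then added and read 180 s.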
# RXFP1 antagonist = blocks the human relaxin receptor RXFP1. Q9HBX9. activity change, negative = inhibition, % at 57.5 µM. 350,000 compounds, 0.59% hits. HEK293-RXFP1, relaxin-stimulated cAMP HTRF, 30 min; stronger effect = lower value. AID 1259400;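 active = activity change of -60% or lower, but not beyond a set lower limit; inconclusive = change between -60% and -40%, or beyond the set limit; inactive = change above -40%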; note: % is set by controls: 0 for no effect and ±100 for the full control effect
# Anesthetic bind = binds horse apoferritin like a general anesthetic; P02791; apoferritin/1-aminoanthracene competitive binding, fluorescence; Potency, µM (highest dose often 77.5 µM), for inactives: top-dose activity change, negative = displacement, actives largely listed as inhibitors; 350,000 compounds, 0.074% hits; AID 485281; note: potency is the fitted concentration of half-maximal effect; % is set by controls: 0 for no effect and ±100 for the full control effect; nearly all actives have a fitted effect of over 20% in size
# Target sequence (P02791 2-175 limits assumed): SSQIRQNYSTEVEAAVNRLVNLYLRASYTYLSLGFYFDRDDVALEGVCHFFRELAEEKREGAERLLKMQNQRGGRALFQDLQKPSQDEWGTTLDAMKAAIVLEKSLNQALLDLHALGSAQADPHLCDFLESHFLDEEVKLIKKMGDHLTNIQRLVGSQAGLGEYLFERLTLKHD
#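 Horse-spleen apoferritin (10 uM) in 50% saturated 1-aminoanthracene in PBS was incubated 10 min at room temperature with compound. Fluorescence (ex 380, em 535 nm) was normalized to free and bound 1-AMA, with concentration-response fitted by a four-parameter Hill equation.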
# D1 ag = activates the human D1 dopamine receptor; 360,000 compounds, 1% hits; P21728; HEK293 T-REx D1 cells, calcium flux, agonist mode; activation, % at 2 µM; in the data active = activation above about 30%; note: 0% is about no effect
#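 Agonism was scored from calcium flux recorded over 180 s (1 read/s) after pintool compound addition, following a 10-cycle baseline. Cells were inducible force-coupled HEK293 TREx D1, plated overnight at 30 C and loaded with no-wash calcium dye.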
# D1 antagonist = blocks dopamine activation of the human D1 receptor; P21728; HEK293 TREx D1 cells, calcium flux, dopamine EC80; stronger effect = lower value; activity change, negative = inhibition, % at 10 µM; 360,000 compounds, 3.2% hits; AID 504652; in the data active = activity change below about -30%; note: % is set by controls: 0 for no effect and ±100 for the full control effect
#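 Tetracycline-induced HEK293 T-REx cells with force-coupled D1 receptor were loaded with a no-wash calcium dye. Compound was added after a 10 s baseline and read kinetically for 180 s; EC80 dopamine was then added and calcium flux followed another 180 s.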
# * marks the source's active call; other numbers are inactive results; ? = inconclusive; nt = not tested or not shown; [ ] = another dose, or the depositor's remark. Unless noted, calls come from the whole dose curve; as a rule, active = well fitted curve in the direction sought with a large enough effect; inconclusive = small, poorly fitted or top-dose-only effect, or another doubt; inactive = no such curve, though single readings can be large; an effect the other way counts as inactive or inconclusive. A portion of the library; rates above refer to the full screens.
SMILES,D1 potentiator,TRHR agonist,RXFP1 agonist,TRHR PAM,D2 potentiator,RXFP1 antagonist,Anesthetic bind,D1 ag,D1 antagonist
O=C(NNS(=O)(=O)c1ccc(F)cc1)c1cnccn1,0,0.0,-1.9%,0,2,16,0%,1,16
CC1CC1C(=O)OCC(=O)Nc1cccc(Br)c1 (centres undefined),-4,0.1,0.3%,-1,-3,11,nt,-1,-13
O=S(=O)(c1ccc(Cl)cc1)N1CCN(Cc2c[nH]c3ccccc23)CC1,-2,0.2,1.0%,1,-9,-7,-14%,1,nt
Cn1c(CNC(=O)c2ccc(Cl)cc2)nnc1SCC(=O)Nc1sc2c(c1C#N)CCCC2,-2,-1.1,2.4%,17,14,23,?,4,3
O=c1cc(NCCO)c2ccccc2o1,0,0.1,0.7%,-2,-10,nt,-9%,2,-9
COc1ccccc1-c1noc(-c2ccccc2C(=O)NCc2ccco2)n1,-4,-0.5,-0.9%,4,-4,3,-12%,1,0
CCc1ccccc1NC(=S)NCc1ccc2c(c1)OCO2,-2,-0.6,2.8%,9,8,3,-14%,1,-1
CCc1ccc2occ(CC(=O)N(Cc3ccc(N(C)C)cc3)C3CCS(=O)(=O)C3)c2c1 (centres undefined),6,-0.7,-1.9%,9,10,-17,-7%,-2,5
Cc1ccc(OCCc2csc(N)n2)cc1,-10,-0.6,-1.1%,-2,-4,17,-17%,1,7
CCOC(=O)c1cccc(NC(=O)CSc2nnc(C)n2CC2CCCO2)c1 (centres undefined),-7,0.0,0.4%,-7,-5,0,-7%,1,-17
CCCCN(Cc1ccccc1)S(=O)(=O)c1c(N)n(C)c(=O)n(C)c1=O,3,-0.2,-0.2%,9,-9,-3,-7%,1,2
Cc1ccc2ncnc(Nc3cccc(C(=O)O)c3)c2c1,9,0.0,6.8%,-1,-7,-15,0%,1,11
Cc1cc(N2CCN(C(=O)c3ccco3)CC2)n2nc(C)c(-c3ccc(Cl)cc3)c2n1,-4,0.1,2.0%,21,-8,nt,-5%,0,10
Cc1c(-c2ccc(Br)cc2)c(=O)oc2ccc(OC(=O)N3CCOCC3)cc12,-3,0.1,3.8%,-5,12,-16,-7%,11,nt
COc1ccccc1CC(NC(C)=O)C(=O)NC1CCN(S(=O)(=O)c2ccccc2)CC1 (centres undefined),-4,0.5,0.7%,5,4,4,-6%,0,-10
O=C1NN=C(c2ccccc2)CC1c1c[nH]c2ccccc12 (centres undefined),-4,0.6,-1.5%,13,3,-22,-20%,2,0
O=C(CCn1c(=O)oc2ccccc21)N(Cc1ccccc1)c1ccccc1,-5,-1.1,2.0%,-4,-5,-3,-10%,3,-16
Cc1ccc(S(=O)(=O)N[C@@H](Cc2ccccc2)C(=O)N2CCC(C(=O)N[C@@H](CCC(N)=O)C(=O)O)CC2)cc1,-6,-0.2,-2.2%,5,1,0,-13%,2,8
Cn1cc(S(=O)(=O)N2CCOCC2)cc1C(=O)Nc1ccc(Cl)c(C(F)(F)F)c1,0,-0.2,-2.8%,13,6,3,38%[activator],9,3
Cc1ccccc1-c1nc(CN2CCC(C(=O)NCCCN3CCCC(C)C3)CC2)c(C)o1 (centres undefined),-8,0.4,-3.3%,0,-1,13,-4%,1,-5
CCCCn1cnc2c(oc3ccccc32)c1=O,11,-0.2,2.4%,10,-9,10,0%,2,14
CCS(=O)(=O)N1CCC(C(=O)Nc2cccc(F)c2)CC1,2,0.2,-4.0%,2,5,11,-12%,3,-1
O=C(/C=C/c1ccco1)Nc1ccc(F)cc1,1,-0.5,-0.9%,-4,nt,-2,-6%,2,9
CC1(C)Cc2c(cnn2-c2ccccc2)C(NC(=O)CCc2ccncc2)C1 (centres undefined),4,0.1,0.5%,2,10,-10,-8%,1,12
COc1cc2ccccc2cc1C(=O)NCc1ccncc1,1,-0.7,-4.3%,-3,-11,3,-7%,1,0
COc1cccc(C(=O)Nc2cccc(NC(=O)c3ccc(Cl)cc3Cl)c2)c1,-1,0.3,-0.3%,3,nt,3,-8%,2,3
CCOC(=O)NC(c1ccc(C(C)C)cc1)C(Cl)(Cl)Cl (centres undefined),0,1.4,-1.5%,-6,0,-8,-11%,8,9
Oc1c(Cl)cc(Cl)cc1CNn1cnnc1,-4,1.1,-1.8%,7,13,-12,-2%,6,1
CCC(=O)n1nc(-c2ccc(Cl)cc2)nc1N,-2,-0.5,0.1%,-1,-6,-2,-6%,2,-2
Cc1noc(C)c1CN1C(=O)NC2(CCCCCCC2)C1=O,-3,-1.3,-1.0%,12,11,2,?,2,2
O=C(N/N=C/c1cccc([N+](=O)[O-])c1)c1ccc(Br)cc1,1,0.3,-2.2%,4,6,-3,-5%,1,17
COc1ccccc1-c1nnc2sc(-c3cnccn3)nn12,-1,-0.5,1.8%,-5,-8,-8,-6%,1,-2
CCN(CCCNC(=O)CN1N=C(c2ccccc2)CCC1=O)c1ccccc1,0,-0.3,-0.1%,3,9,-1,?,-2,-5
Cc1ccc(NC2=C(Cl)C(=O)c3ccccc3C2=O)cc1,-8,-0.4,-3.2%,-11,-4,12,3%,10,-58*
CCCc1nc2sc3c(c2c(=O)n1N)CCC3,-5,0.0,-0.2%,2,2,1,-22%,1,-8
CCOc1cc(/C=C2/SC(=S)N(Cc3ccccc3)C2=O)ccc1O,12,29,1.2%,1,-1,-11,?,23,4

# Ordered by SMILES length (lowest first): part of the list above.
SMILES,D1 potentiator,TRHR agonist,RXFP1 agonist,TRHR PAM,D2 potentiator,RXFP1 antagonist,Anesthetic bind,D1 ag,D1 antagonist
CCCCn1cnc2c(oc3ccccc32)c1=O,11,-0.2,2.4%,10,-9,10,0%,2,14
CCCc1nc2sc3c(c2c(=O)n1N)CCC3,-5,0.0,-0.2%,2,2,1,-22%,1,-8
O=C(/C=C/c1ccco1)Nc1ccc(F)cc1,1,-0.5,-0.9%,-4,nt,-2,-6%,2,9
COc1cc2ccccc2cc1C(=O)NCc1ccncc1,1,-0.7,-4.3%,-3,-11,3,-7%,1,0
Cc1ccc2ncnc(Nc3cccc(C(=O)O)c3)c2c1,9,0.0,6.8%,-1,-7,-15,0%,1,11
O=C(NNS(=O)(=O)c1ccc(F)cc1)c1cnccn1,0,0.0,-1.9%,0,2,16,0%,1,16
CCN(CCCNC(=O)CN1N=C(c2ccccc2)CCC1=O)c1ccccc1,0,-0.3,-0.1%,3,9,-1,?,-2,-5
O=C(N/N=C/c1cccc([N+](=O)[O-])c1)c1ccc(Br)cc1,1,0.3,-2.2%,4,6,-3,-5%,1,17
O=S(=O)(c1ccc(Cl)cc1)N1CCN(Cc2c[nH]c3ccccc23)CC1,-2,0.2,1.0%,1,-9,-7,-14%,1,nt
Cc1c(-c2ccc(Br)cc2)c(=O)oc2ccc(OC(=O)N3CCOCC3)cc12,-3,0.1,3.8%,-5,12,-16,-7%,11,nt
Cc1ccccc1-c1nc(CN2CCC(C(=O)NCCCN3CCCC(C)C3)CC2)c(C)o1 (centres undefined),-8,0.4,-3.3%,0,-1,13,-4%,1,-5
Cn1c(CNC(=O)c2ccc(Cl)cc2)nnc1SCC(=O)Nc1sc2c(c1C#N)CCCC2,-2,-1.1,2.4%,17,14,23,?,4,3
CCc1ccc2occ(CC(=O)N(Cc3ccc(N(C)C)cc3)C3CCS(=O)(=O)C3)c2c1 (centres undefined),6,-0.7,-1.9%,9,10,-17,-7%,-2,5
Cc1ccc(S(=O)(=O)N[C@@H](Cc2ccccc2)C(=O)N2CCC(C(=O)N[C@@H](CCC(N)=O)C(=O)O)CC2)cc1,-6,-0.2,-2.2%,5,1,0,-13%,2,8

# (further entries)
SMILES,D1 potentiator,TRHR agonist,RXFP1 agonist,TRHR PAM,D2 potentiator,RXFP1 antagonist,Anesthetic bind,D1 ag,D1 antagonist
CCOc1ccc(C2=C/C(=C/c3cccnc3)C(=O)O2)cc1,-2,17,0.9%,-1,-4,-1,-9%,65*,-14
Cc1cccc(NC(=O)Cc2c(F)cccc2Cl)n1,1,-0.4,-1.4%,-3,0,-20,-24%,2,17
N#CC(C(=O)c1ccccc1)=C1SCCS1,0,0.2,-0.2%,-3,-2,-2,-12%,2,-1
O=C(CSc1nc(-c2ccc(F)cc2)cc(C(F)(F)F)n1)NCc1ccco1,1,-0.2,2.8%,-2,-2,-2,4%,1,-2
Cc1cc(C(=O)CN2CCCC2)c(C)n1-c1ccc(Cl)cc1,-7,0.4,0.5%,2,10,-10,-12%,5,-16
COC(=O)c1c(SCC(=O)Nc2ccccc2C(F)(F)F)[nH]c2ccc(Cl)cc2c1=O,0,-0.4,?,4,-5,nt,-5%,9,-6
COc1cccc(NC(=O)CCN2CCN(c3ccccc3F)CC2)c1,10,-0.9,2.6%,-1,-24,12,-18%,2,-3
Cc1noc(C)c1COc1ccc(C(=O)OCC(N)=O)cc1,0,0.1,-2.9%,-2,nt,6,1%,4,9
CCC(C)NC(=O)C1CCCN(S(=O)(=O)c2ccc(-n3cnnn3)cc2)C1 (centres undefined),0,0.9,0.3%,8,-2,1,-16%,0,-15
Cc1cc(C(=O)CSc2nc3ccccc3c(=O)[nH]2)c(C)n1CC1CCCO1 (centres undefined),-9,0.5,0.2%,0,9,-32,-23%,16,-15
O=C(Cc1cscn1)c1ccc(O)cc1O,11,1.0,0.5%,-1,-6,2,-10%,2,6
CCOc1ccc(N/C(SC)=C(/C#N)C(N)=O)cc1,9,2.1,1.2%,-2,-1,-10,-7%,1,-52*
Cc1ccc(C23CC4CC(CC(C(=O)N5CCOCC5)(C4)C2)C3)cc1,0,0.1,0.0%,-5,-1,0,-17%,0,1
Cc1ccccc1NC(=O)CC1SCCNC1=O (centres undefined),3,-1.3,-0.1%,0,4,-3,-4%,4,4
CCOC(=O)N1CCC2(CC1)OC(=O)C(C)=C2C(=O)NCc1ccccc1OC,9,0.1,5.2%,-5,-2,-4,-7%,0,2
COc1ccc(CCN2C(=O)c3cccnc3C2=O)cc1OC,-1,0.0,1.6%,4,11,-5,-7%,2,-1
CC1CCCCC1NC(=O)CSC1=Nc2ccccc2C2CC=NN12 (centres undefined),-7,0.2,2.7%,-2,7,-5,nt,2,15
C=C1CC(C(=O)N/N=C/c2ccccc2)C1,1,0.3,0.5%,0,-3,26,2%,1,-19
CCCCn1c(N)c(N(Cc2ccccc2OC)C(=O)CCSC)c(=O)[nH]c1=O,-5,0.2,-2.5%,24,1,-12,-4%,2,2

# Bioassay records as filed in PubChem.
